Bioassay records (PubChem)
NOD1 inhibition = NOD1 signaling inhibitors, primary screen, cell-based, luminescence, uHTS (AID 1578) | NOD1-driven NF-kB luciferase reporter cells, luminescence; higher % means a stronger effect | inhibition, % at 4 µM, or EC50 in µM where a hit was titrated | actives 1% (n = 290,000); in the data active means inhibition mostly above about 36%, no sharp cut-off; inactive means mostly below about 34%;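 further: HEK-293T reporter cells stimulated with the NOD1 agonist gamma-tri-DAP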
GPR55 beta-arrestin = GPR55 agonists via beta-arrestin recruitment, primary screen, imaging, U2OS cells, beta-arrestin-GFP redistribution (AID 1961) | U2OS GPR55 beta-arrestin-GFP redistribution imaging; higher % means a stronger effect | activation, % at 10 µM, or EC50 in µM where a hit was titrated | actives 0.048% (n = 290,000);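 active means activation above 40% with more than 50 cells counted in the well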;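 further: U2OS osteosarcoma cells stably expressing GPR55 and beta-arrestin-GFP; plate controls were DMSO negative control for no effect and LPI positive control for full effect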
KOR beta-arrestin-1 = kappa opioid receptor activators – cell-based, luminescence, uHTS, primary screen (AID 1777); activation, % at 10 µM, or EC50 in µM where a hit was titrated; actives 0.02% (n = 280,000); KOR beta-arrestin recruitment, luminescence; higher % means a stronger effect; in the data active means activation above about 50%, passing the limit was not always enough; further: a part of the inactive calls stands beside numbers as strong as those of hits
GPR35 antagonists = inhibition of zaprinast-stimulated GPR35 beta-arrestin translocation – imaging, U2OS, beta-arrestin-GFP, zaprinast agonist, primary screen (AID 2058); U2OS GPR35 beta-arrestin-GFP translocation imaging, zaprinast antagonism; higher % means a stronger effect; inhibition, % at 10 µM, or IC50 in µM where a hit was titrated; actives 0.052% (n = 290,000);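 active means inhibition of at least 50% with at least 30 cells and total cytoplasm GFP at most 10,000,000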
KOR beta-arrestin-2 = kappa opioid receptor blockers – cell-based, luminescence, uHTS (AID 1778); KOR beta-arrestin recruitment, luminescence, antagonist mode; higher % means a stronger effect; inhibition, % at 10 µM, or IC50 in µM where a hit was titrated; actives 0.091% (n = 290,000); in the data active means inhibition above about 50%; further: strong numbers were not always called active
MgcRacGAP inhibition = MgcRacGAP GTPase-activating activity inhibitors, confirmation, biochemical, ADP Hunter fluorescence | MgcRacGAP-stimulated Rac1 GTP hydrolysis, ADP Hunter fluorescence; higher % means a stronger effect; GST-tagged Rac1 F28L mutant substrate | inhibition, % at 30 µM, or IC50 in µM where a hit was titrated | AID 624330 | actives 0.6% (n = 340,000);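 active means first-screen hits whose inhibition reached a set limit at any dose in the follow-up dose series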;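 further: fluorescence reports GDP produced by GAP-driven GTP hydrolysis; strong numbers were not always called active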
NTR1 ag = NTR1-driven beta-arrestin-GFP spot formation – imaging, U2OS cells, high content, primary screen (AID 493036); P30989; actives 0.17% (n = 330,000); agonist mode; activation, % at 20 µM;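 active means activation at or above 40% of the spot to cytoplasm intensity ratio, with at least 20 cells analyzed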;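 further: 0% = DMSO without peptide and 100% = 100 nM NTR1 peptide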
Target sequence (P30989 whole entry, looked up): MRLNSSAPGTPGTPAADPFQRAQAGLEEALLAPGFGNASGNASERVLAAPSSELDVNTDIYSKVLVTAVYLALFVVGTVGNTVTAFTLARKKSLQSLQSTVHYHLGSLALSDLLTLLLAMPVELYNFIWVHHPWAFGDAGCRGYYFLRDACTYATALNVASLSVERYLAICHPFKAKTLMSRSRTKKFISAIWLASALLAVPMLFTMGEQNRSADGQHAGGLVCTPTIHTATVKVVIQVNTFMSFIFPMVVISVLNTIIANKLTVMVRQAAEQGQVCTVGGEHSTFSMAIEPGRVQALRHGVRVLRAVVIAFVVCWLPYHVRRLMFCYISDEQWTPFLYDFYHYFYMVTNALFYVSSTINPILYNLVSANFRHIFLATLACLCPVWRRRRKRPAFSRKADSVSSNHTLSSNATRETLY
GPR55 antagonists = GPR55 antagonists blocking LPI-driven arrestin recruitment, primary screen, imaging, U2OS, beta-arrestin-GFP, LPI agonist (AID 2013); U2OS GPR55 beta-arrestin-GFP translocation imaging, LPI antagonism; higher % means a stronger effect; one-dose inhibition, % at 10 µM; IC50 in µM for titrated hits; actives 0.13% (n = 290,000);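 active means spots per cell inhibited over 60%, with over 100 cells counted and total cytoplasm intensity under 500,000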;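 further: U2OS cells stably carrying GPR55 and arrestin-GFP stimulated by 5 µM LPI near EC80; imaged beta-arrestin-GFP aggregate spots per cell after agonist stimulation; plate controls were LPI-stimulated DMSO wells for no effect and DMSO wells without LPI for full effect; some results filed as inactive read as strong as hits; confirmed hits need IC50 under 10 µM and bright autofluorescent wells are also inconclusive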
K1F lysis inhibition = protection from phage-mediated lysis, alamar blue read-out – E. coli UTI89, K1F phage, bacterial capsule biogenesis inhibitors (AID 488966) | E. coli UTI89 K1F phage lysis, alamar blue, 2 h; higher % means a stronger effect | inhibition, % at 100 µM; hits with a dose series show IC50 in µM | actives 0.02% (n = 340,000);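 active means phage lysis inhibition, versus mean bacterial control, above a set limit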;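 further: capsule biogenesis inhibitors block K1F phage lysis so surviving cells raise fluorescence; higher fluorescence means more inhibition of phage lysis; actives were called in the ten point dose series up to 300 µM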
NTR1 ag cell count 20 µM = further read-out of NTR1 ag, marked with its call; cell count; measured here: cell count, cytotoxicity flag
An asterisk follows results filed as active; / = no result given; [ ] = dose if it differs, or a comment. These rows are one share of the data; count on the stated rates, not on these rows.

SMILES	NOD1 inhibition	GPR55 beta-arrestin	KOR beta-arrestin-1	GPR35 antagonists	KOR beta-arrestin-2	MgcRacGAP inhibition	NTR1 ag	NTR1 ag cell count 20 µM	GPR55 antagonists	K1F lysis inhibition
Cc1ccccc1-c1nc(-c2ccc(NC(=O)c3ccc4c(c3)OCO4)cc2)no1	-51%	-0.1%	-2.8%	21%	-6%	0%	6.7	72	-15%	0.2%
CCOC(=O)c1cnc(SCC(=O)Nc2nc(C)c(C)s2)nc1N	-17%	-0.2%	-0.9%	-3%	-4%	9%	1.8	90	13%	0.1%
COc1ccc(C2C(=O)c3ccccc3C2=O)cc1	-34%	-0.1%	1.7%	7%	-35%	5%	-2.1	49	3%	0.1%
CCC(C)OC1OC(CO)C(O)C(O)C1NC(C)=O (stereo not drawn)	-18%	-0.6%	-1.1%	0%	16%	-8%	-0.4	46	-18%	2.1%
COc1ccc(-c2cc(=O)[nH][nH]2)cc1OC	-1%	0.2%	-0.5%	-2%	-6%	13%	-0.4	57	6%	1.2%
Cc1ccccc1-c1nc2sc3c(c2c(=O)n1N)CCCC3	-37%	-0.1%	0.9%	2%	-10%	9%	-0.5	77	7%	0.9%
CCN(CC)c1ccc2cc(C(=O)O)c(=O)oc2c1	-11%	0.1%	-3.8%	4%	-34%	3%	-0.7	88	15%	1.4%
CCOC(=O)c1c(NC(=O)CSc2ncnc3ccccc23)sc(C(C)=O)c1C	43%	1.2%	4.5%	-2%	-58%	23%	2.2	84	0%	-0.2%
CN(c1ccc(C(=O)NC2CCCCC2)cc1)S(=O)(=O)c1ccccc1	-7%	0.2%	2.2%	-1%	-15%	0%	-0.1	75	4%	-0.1%
O=c1oc2cc(O)ccc2cc1-c1ccc(F)cc1	-23%	-0.1%	3.3%	7%	-17%	9%	1.0	55	6%	-0.1%
Cc1ccc(N2CCN(S(=O)(=O)N(C)C)CC2)cc1Cl	-4%	-0.2%	3.4%	4%	-90%	5%	-0.1	74	14%	5.8%
c1ccc(N=C(c2cccs2)N2CCOCC2)cc1	-36%	0.3%	6.2%	14%	-19%	13%	-0.7	59	-4%	-0.1%
COc1ccc(NC(=O)NNS(=O)(=O)c2ccc(OC)c(OC)c2)c(OC)c1	-18%	0.2%	1.6%	10%	-8%	9%	4.2	84	6%	1.7%[50 µM]
CC1(C)CC(=O)C2=C(C1)NC(=O)CC2c1cc(F)ccc1F (stereo not drawn)	18%	-0.2%	0.9%	3%	6%	6%	-0.5	55	12%	4.3%[50 µM]
O=C(NCc1n[nH]c(=S)n1-c1ccc(Cl)c(Cl)c1)c1ccc(S(=O)(=O)N2CCCCC2)cc1	-15%	-0.1%	-0.5%	1%	12%	4%	1.7	49	7%	-0.7%
Cc1ccc(Nc2cc(C)nc(N3CCOCC3)n2)cc1	-57%	-0.3%	0.8%	12%	-28%	-6%	0.8	59	13%	-0.3%
CCCCN(CCCC)S(=O)(=O)c1c(C)[nH]c(=O)[nH]c1=O	-35%	-0.4%	4.8%	-1%	-29%	5%	-0.6	51	4%	-0.6%
COc1ccc(NCc2nnc(SCC(=O)c3ccc(OC)cc3)o2)cc1	-37%	0.1%	-7.8%	-9%	-8%	17%	14	63	0%	3.0%
C=CCc1c(C)nc2cc(-c3ccc(C)cc3)[nH]n2c1=O	-26%	-0.1%	4.3%	5%	6%	11%	1.7	72	0%	0.1%
CNC(=O)c1[nH]cnc1C(=O)Nc1ccc(OC)cc1	-6%	0.0%	7.1%	3%	-8%	6%	-0.4	47	5%	-5.1%

By substructure: those above containing two or more sulfur atoms
SMILES	NOD1 inhibition	GPR55 beta-arrestin	KOR beta-arrestin-1	GPR35 antagonists	KOR beta-arrestin-2	MgcRacGAP inhibition	NTR1 ag	NTR1 ag cell count 20 µM	GPR55 antagonists	K1F lysis inhibition
CCOC(=O)c1cnc(SCC(=O)Nc2nc(C)c(C)s2)nc1N	-17%	-0.2%	-0.9%	-3%	-4%	9%	1.8	90	13%	0.1%
CCOC(=O)c1c(NC(=O)CSc2ncnc3ccccc23)sc(C(C)=O)c1C	43%	1.2%	4.5%	-2%	-58%	23%	2.2	84	0%	-0.2%
O=C(NCc1n[nH]c(=S)n1-c1ccc(Cl)c(Cl)c1)c1ccc(S(=O)(=O)N2CCCCC2)cc1	-15%	-0.1%	-0.5%	1%	12%	4%	1.7	49	7%	-0.7%

New compounds follow.
SMILES	NOD1 inhibition	GPR55 beta-arrestin	KOR beta-arrestin-1	GPR35 antagonists	KOR beta-arrestin-2	MgcRacGAP inhibition	NTR1 ag	NTR1 ag cell count 20 µM	GPR55 antagonists	K1F lysis inhibition
COc1cc(OC)cc(-c2nnc(SCc3cccnc3)o2)c1	-1%	-0.1%	4.5%	1%	-7%	11%	1.9	56	5%	-0.7%[50 µM]
C#CCOc1ccccc1/C=C1/C(=O)ON=C1C	-7%	0.0%	-1.2%	-7%	-19%	9%	4.5	82	4%	0.5%
CCC(=O)OCc1c(C(F)(F)F)nn(C)c1Sc1ccc(Cl)cc1	2%	-0.1%	3.8%	1%	-1%	7%	5.4	78	1%	0.0%
C[C@]12C(=O)N(c3ccccc3)C(=O)N1[C@@H]1c3ccccc3OC[C@@H]1[C@H]2c1ccccc1	-9%	0.4%	/	5%	-11%[20 µM]	5%	3.6	48	-4%	3.4%
Cc1ccc(S(=O)(=O)N(C)c2ccc(C(=O)NCC3CCCO3)cc2)cc1 (stereo not drawn)	-7%	0.0%	1.1%	10%	-9%	8%	1.9	87	15%	0.4%
N=c1oc2ccccc2cc1C(=O)NC1CCCCCC1	20%	0.2%	1.0%	4%	28%	7%	12	54	14%	1.7%[50 µM]
COCCn1c(SCc2ccc(OC)c(F)c2)nc2ccccc2c1=O	23%	0.7%	-1.3%	0%	-4%	9%	4.3	45	0%	2.0%
O=C(OCc1nc2ccc(Cl)cc2n1CCO)c1ccccc1C(=O)c1ccccc1	-18%	0.9%	16%	-17%	7%	12%	2.6	48	11%	1.1%[50 µM]
O=C(CC(=O)Nc1cccc(F)c1)Nc1cccc(F)c1	-23%	0.3%	3.1%	8%	-22%[20 µM]	-6%	0.8	70	-9%	0.7%
Cc1ccc(OCC(=O)NCc2cccs2)c([N+](=O)[O-])n1	-20%	-0.1%	-3.5%	-11%	12%[20 µM]	12%	1.5	87	-4%	0.1%
CCc1ccc(CN2CCC(n3nccc3NC(=O)c3cccc(F)c3)CC2)cc1	-25%	-0.1%	3.2%	-1%	13%	5%	3.6	56	4%	0.2%
O=C1CCCN1CCCN1CC(C(=O)N(CCO)Cc2ccccc2)CCC1=O (stereo not drawn)	-2%	1.0%	-1.4%	-6%	-17%	5%	0.6	38	9%	0.2%
O=C(NCCCn1cccn1)c1cc(COc2ccc(F)cc2Cl)on1	-39%	0.4%	-3.2%	-1%	-5%	8%	-2.5	73	9%	0.4%
Cc1cc(NC(=O)COc2cccc(Oc3ccccc3)c2)no1	-33%	-0.1%	-5.9%	0%	-6%	5%	0.8	43	-6%	-0.1%
CC(=O)Nc1cccc(C(=O)NC2CCCc3c2cnn3-c2ccc(C(C)(C)C)cc2)c1 (stereo not drawn)	15%	-0.2%	0.5%	-16%	-34%	6%	6.7	46	-4%	0.1%
COC(=O)c1ccc(C(=O)OC)c(NC(=O)COC(=O)c2ccccc2OC)c1	-8%	-0.2%	8.6%	-12%	-19%	4%	-1.3	69	4%	0.3%
O=C(CSc1ccc2nnc(-c3ccncc3)n2n1)Nc1ccccc1F	-4%	0.3%	-2.1%	26%	-22%	3%	-0.4	85	2%	0.1%
Cc1cccc(C(=O)NCCN2CCN(c3ccccc3)CC2)c1	-15%	-0.1%	4.2%	11%	-12%	7%	2.2	48	4%	0.9%
Cc1ccc(NC(=O)CCC(=O)N/N=C/c2cc([N+](=O)[O-])ccc2O)cc1	28%	0.2%	-8.1%	11%	-12%	6%	-0.3	46	1%	3.4%
COc1ccc(/C=C/CN2CCCC(CCC(=O)NCc3ccc(F)c(F)c3)C2)cc1 (stereo not drawn)	-26%	-0.2%	-2.0%	15%	11%	2%	2.0	54	24%	0.1%
CCn1c(COc2ccccc2OC)nc2ccccc21	-49%	-0.1%	7.9%	10%	-42%[20 µM]	3%	0.8	42	0%	0.1%
O=c1[nH]c(=O)c2nc3c4ccccc4c4ccccc4c3nc2[nH]1	5%	-0.2%	-2.6%	1%	-19%	-6%	0.7	55	16%	-2.9%
COc1ccccc1N1CCN(C(=O)c2ccc3[nH]c(C)c(C)c3c2)CC1	-19%	0.2%	6.5%	19%	-76%	6%	3.0	57	-3%	-0.3%
Cc1ccc(NC(=O)Nn2cnnc2)cc1	-25%	0.3%	8.3%	-9%	-6%	4%	-0.5	52	5%	0.1%
Cc1nc2ccccn2c1-c1nnco1	2%	0.0%	1.6%	2%	7%	11%	-0.2	57	15%	0.2%
N#CC(c1ccccc1)C1CCN(Cc2ccccc2)CC1 (stereo not drawn)	-18%	0.0%	1.0%	-9%	0%	6%	4.5	83	15%	3.5%[50 µM]
Cc1ccc(-c2nc3ccccc3o2)cc1NC(=O)Cc1cccs1	1%	-0.1%	-2.3%	5%	-9%	11%	2.3	50	5%	1.3%
Cc1cccc2nc(=S)n(C(=O)c3ccco3)n12	-43%	-0.2%	-2.4%	5%	-42%	6%	0.8	96	3%	8.5%
O=C1NC(c2ccccc2)=C(c2ccc3ccccc3n2)C(c2ccc(F)cc2)N1 (stereo not drawn)	20%	-0.2%	-4.9%	-13%	-13%	12%	1.6	93	16%	0.4%
O=c1[nH]c(CN(CCO)CCO)nc2c1C1(CCCCC1)Cc1ccccc1-2	-3%	-0.3%	9.3%	8%	2%	1%	-0.3	66	-2%	0.3%
CC(O)C1C(=O)OC2(C)CC(C)(C)NC(=S)N12 (stereo not drawn)	-27%	0.3%	-3.0%	-1%	-20%	5%	0.6	67	0%	0.2%
COc1ccc(CCNC(=O)C(=O)NCC2OCCN2S(=O)(=O)c2ccccc2)cc1OC (stereo not drawn)	-12%	0.0%	-3.9%	5%	13%[20 µM]	14%	-1.6	67	-38%	0.1%
CN(CCc1ccccn1)C(=O)CCC1CCCN(C(=O)NC2CCCCC2)C1 (stereo not drawn)	-31%	0.4%	-1.2%	2%	-12%	6%	-0.6	21	9%	-0.1%
O=C1c2ccccc2NC(c2ccccc2)N1CCCN1CCOCC1 (stereo not drawn)	-2%	-0.2%	/	7%	/	-3%	-0.2	59	5%	0.3%
Cc1ccc(NC2CC(=O)N(c3ccc(C)cc3)C2=O)cc1 (stereo not drawn)	-31%	0.2%	3.4%	-1%	-18%	18%	3.5	62	-1%	3.4%
COc1ccc(NC(=O)Nc2nnc(C(C)C)s2)cc1	-18%	0.7%	3.2%	-1%	-44%	11%	1.5	50	2%	-0.5%
